# Screening results (PubChem BioAssay)
# HIV fusion peptide = inhibitors of HIV fusion peptide binding, primary screen, biochemical, uHTS, fluorescence dequenching (AID 1986); cell-free peptide binding, fluorescence dequenching, 30 min; higher % means a stronger effect; inhibition, % at 20 µM; hits with a dose series show IC50 in µM; actives 0.3% (n = 290,000); in the data active means inhibition mostly above about 52%, no sharp cut-off; inactive means mostly below about 76%; further: some results filed as inactive read as strong as hits
# Siah-1 displacement = Siah-1 peptide-binding antagonists, primary screen, biochemical, fluorescence polarization, rhodamine-plectin, uHTS (AID 1817) | actives 0.02% (n = 290,000) | Siah-1 / rhodamine-plectin peptide fluorescence polarization; higher % means a stronger effect | displacement, % at 20 µM, or IC50 in µM where a hit was titrated;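 active means displacement of at least 50% at 20 µM, with a fluorescence ratio check between 0.3 and a set limit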;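 further: plate controls were Siah plus tracer with DMSO for no effect and tracer alone without Siah for full effect; strong numbers were not always called active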
# XIAP displacement = small molecules displacing peptide from XIAP – biochemical, IAP family, fluorescence polarization (AID 1018); XIAP BIR domain, fluorescence polarization peptide displacement; higher % means a stronger effect; displacement, % at 20 µM, or IC50 in µM where a hit was titrated; actives 0.007% (n = 200,000); in the data active means displacement above about 50%; further: a part of the inactive calls stands beside numbers as strong as those of hits
# Rac1 GTP hydrolysis = MgcRacGAP GTPase-activating activity inhibitors, confirmation, biochemical, ADP Hunter fluorescence; MgcRacGAP-stimulated Rac1 GTP hydrolysis, ADP Hunter fluorescence; higher % means a stronger effect; GST-tagged Rac1 F28L mutant substrate; one-dose inhibition, % at 30 µM; IC50 in µM for titrated hits; actives 0.6% (n = 340,000); AID 624330;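 active means first-screen hits whose inhibition reached a set limit at any dose in the follow-up dose series; inconclusive means inhibition above the set first-screen limit but never retested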;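 further: fluorescence reports GDP produced by GAP-driven GTP hydrolysis; strong numbers were not always called active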
# NS5 inhibitors = Dengue-2 NS5 methyltransferase inhibitors, primary screen, biochemical, confirmation dose response (AID 588689) | Dengue-2 NS5 methyltransferase capping enzyme assay, biochemical; higher % means a stronger effect | one-dose inhibition, % at 25 µM; IC50 in µM for titrated hits | actives 0.3% (n = 340,000); in the data active means a potency from the dose series; inconclusive means inhibition above about 29% without an active follow-up result
# LYP inhibition = inhibitors of LYP phosphatase, biochemical, fluorescence intensity, uHTS (AID 1779); actives 0.054% (n = 290,000); recombinant LYP phosphatase, fluorescence intensity; higher % means a stronger effect; inhibition, % at 11.5 µM; hits with a dose series show IC50 in µM; in the data active means inhibition above about 50%;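 further: plate controls were vehicle with enzyme for no effect and no enzyme for full effect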
# SV40 large T antigen = SV40 large T antigen inhibitors, biochemical (AID 1903) | SV40 large T antigen ATPase/helicase inhibition assay; higher % means a stronger effect | inhibition, % at 20 µM, or IC50 in µM where a hit was titrated | actives 0.39% (n = 310,000); in the data active means a potency from the dose series; inconclusive means inhibition mostly from about 32% at the one dose, without a potency; inactive means the rest, 99 in 100 with inhibition below about 32%; further: strong numbers were not always called active
# AID2073 = disruptors of CaV2.2 binding to Mint1 – biochemical, HTRF (AID 2073) | actives 0.19% (n = 290,000) | inhibition, % at 20 µM, or IC50 in µM where a hit was titrated | HTRF protein-protein interaction, Mint1-CaV2.2; higher % means a stronger effect; in the data active means inhibition mostly above about 51%, no sharp cut-off; inconclusive means no clear call, values can overlap the other calls; inactive means mostly below about 53%; further: some results filed as inactive read as strong as hits
# RSV antiviral HEp-2 = inhibition of RSV-induced cytopathic effect – HEp-2 cells, primary 10 µM value included (AID 2391); HEp-2 cells, RSV-induced CPE inhibition; higher % means a stronger effect; one-dose CPE inhibition, % at 10 µM; IC50 in µM for titrated hits; actives 0.13% (n = 310,000); in the data active means a potency from the dose series; inconclusive means CPE inhibition mostly from about 23% at the one dose, without a potency; inactive means the rest, 99 in 100 with CPE inhibition below about 21%; further: strong numbers were not always called active
# NS5 inhibitors pilot replicate = further read-out of NS5 inhibitors, marked with its call; inhibition, %; measured here: pilot screen replicate inhibition
# An asterisk follows results filed as active; ? = inconclusive; . = no result given. Rows are unselected; any-hit rate near 1.7%.
SMILES,HIV fusion peptide,Siah-1 displacement,XIAP displacement,Rac1 GTP hydrolysis,NS5 inhibitors,LYP inhibition,SV40 large T antigen,AID2073,RSV antiviral HEp-2,others
CCOC(=O)Nc1cccc(Cl)c1C,8.8%,3.2%,2.4%,5.8%,-4.0%,-3.5%,4.2%,-2.1%,0.4%,
O=C(COC(=O)c1cccs1)Nc1nnc(-c2ccccc2)o1,.,.,.,5.1%,-2.2%,.,4.1%,.,-0.1%,
Cc1ccc(NC(=O)C2CCN(S(=O)(=O)c3cccs3)CC2)cc1C,25.7%,1.1%,-2.5%,-5.9%,-8.9%,1.0%,9.4%,71.9%,3.0%,
CC(=N\O)/C(CN(C)C)=N/O,-3.9%,0.0%,-5.3%,10.4%,-4.0%,-3.7%,18.1%,-9.4%,1.4%,
O=C(NCC(=O)N(CCc1ccccc1)C(C(=O)NC1CCCC1)c1cccnc1)c1ccco1 (stereo not drawn),2.1%,2.8%,-7.4%,4.7%,-8.8%,-1.3%,20.1%,-6.2%,-0.3%,
O=C(Nc1ccc(O)c(-c2nc3ccccc3o2)c1)C1(c2ccc([N+](=O)[O-])cc2)CCCC1,0.8%,-1.2%,-6.2%,10.0%,-2.9%,-1.7%,0.7%,12.1%,5.3%,
CC(=O)c1ccc(S(=O)(=O)NCCc2cn3ccc(C)cc3n2)cc1,1.2%,2.8%,.,8.6%,-5.8%,-11.8%,5.5%,9.6%,0.3%,
C/C(=N/NC(=O)c1cccc(N2CCCC2=O)c1)c1ccncc1,0.7%,4.4%,-2.7%,3.7%,-3.9%,-3.4%,12.5%,-0.1%,0.9%,
CC(OC(=O)C1=COCCO1)C(=O)Nc1ccc(Cl)cn1 (stereo not drawn),.,.,.,0.4%,1.4%,.,12.1%,.,-0.9%,
Cc1noc(C)c1COC(=O)c1cccnc1Cl,-1.1%,-5.4%,-1.6%,4.5%,5.9%,-2.9%,11.0%,-0.8%,0.6%,
COC(=O)c1ccsc1NC(=O)CSc1nnnn1-c1ccccc1SC,-0.3%,4.9%,-11.5%,-3.0%,-1.6%,2.7%,4.6%,-1.7%,-1.2%,
Cc1cc(=O)oc(C)c1C(=O)N1CCN(C)CC1,5.8%,-2.2%,-5.5%,7.7%,0.0%,-8.1%,15.6%,-11.0%,1.6%,
CCOC(=O)C1CCCN(C(=O)C2CCC(CNS(=O)(=O)c3ccc(NC(C)=O)cc3)CC2)C1 (stereo not drawn),-0.3%,-3.2%,-5.2%,9.9%,-4.1%,-9.4%,-1.5%,-4.4%,1.1%,
CCOC(=O)CN(C)Cc1cn[nH]c1-c1ccc2cc(OC)ccc2c1,-1.1%,-4.7%,.,16.8%,.,-8.2%,0.1%,8.9%,2.5%,
Cc1c(N2C(=O)CSC2c2ccco2)c(=O)n(-c2ccccc2)n1C (stereo not drawn),0.4%,0.9%,.,-1.2%,-6.9%,-6.2%,-2.2%,4.7%,.,
O=C(CN1CCCCC1)Nc1ccc(F)c(Cl)c1,2.3%,-2.8%,-3.3%,7.6%,11.1%,-9.8%,-1.2%,1.7%,0.3%,
COc1ccc2nc(NC(=O)c3cccc(OCc4c(C)noc4C)c3)sc2c1,-2.7%,3.4%,-2.9%,6.9%,-7.8%,3.1%,0.4%,35.6%,-2.7%,
COC(=O)c1ccc2c(=O)[nH]c(CCl)nc2c1,0.0%,2.9%,-4.1%,-7.1%,-4.9%,-0.9%,-1.7%,1.0%,-0.5%,
O=C(NNC(=S)NC(=O)c1cccnc1)c1ccc(F)cc1,-0.5%,-5.7%,.,15.0%,5.4%,0.9%,12.3%,-19.7%,0.7%,
CCC(CC)NC(=O)Nc1ccc(F)c(Cl)c1,-0.4%,-1.1%,-10.7%,-4.7%,-3.6%,-4.7%,-0.3%,-7.8%,1.8%,
O=C(Cn1[nH]c(=O)c2ccccc2c1=O)OCC(=O)N(Cc1ccccc1)Cc1ccccc1,1.3%,0.4%,-4.1%,10.2%,0.7%,-0.6%,11.2%,0.8%,1.0%,
O=C(Nc1cccc(Cl)c1)Nc1nnc(CSCCOc2ccc(Cl)cc2)s1,0.3%,-2.2%,-6.5%,6.6%,-0.7%,-11.2%,4.5%,6.6%,8.6%,
O=C(OCC(=O)N1CCCc2ccccc21)c1cccc(S(=O)(=O)N2CCc3ccccc32)c1,-0.7%,3.8%,-7.4%,3.1%,-2.2%,1.6%,-4.0%,15.5%,5.2%,
Fc1ccc(-c2ccnc3nc(N4CCN(c5ccccc5)CC4)nn23)cc1,1.1%,-2.2%,-8.5%,3.8%,-4.1%,0.7%,1.4%,36.5%,3.6%,NS5 inhibitors pilot replicate=0.3

# Some of these compounds in order of molecular weight, smallest number first.
SMILES,HIV fusion peptide,Siah-1 displacement,XIAP displacement,Rac1 GTP hydrolysis,NS5 inhibitors,LYP inhibition,SV40 large T antigen,AID2073,RSV antiviral HEp-2,others
CCC(CC)NC(=O)Nc1ccc(F)c(Cl)c1,-0.4%,-1.1%,-10.7%,-4.7%,-3.6%,-4.7%,-0.3%,-7.8%,1.8%,
O=C(Nc1cccc(Cl)c1)Nc1nnc(CSCCOc2ccc(Cl)cc2)s1,0.3%,-2.2%,-6.5%,6.6%,-0.7%,-11.2%,4.5%,6.6%,8.6%,
O=C(OCC(=O)N1CCCc2ccccc21)c1cccc(S(=O)(=O)N2CCc3ccccc32)c1,-0.7%,3.8%,-7.4%,3.1%,-2.2%,1.6%,-4.0%,15.5%,5.2%,

# Remaining list, next part:
SMILES,HIV fusion peptide,Siah-1 displacement,XIAP displacement,Rac1 GTP hydrolysis,NS5 inhibitors,LYP inhibition,SV40 large T antigen,AID2073,RSV antiviral HEp-2,others
C=CCNC(=S)N1CCC(C(=O)c2ccc(OC)cc2)CC1,-2.8%,0.9%,-0.4%,4.2%,-0.7%,-8.0%,1.8%,-24.5%,9.9%,
Cc1cc(C)nc(NC(=O)Nc2ccc(F)cc2F)n1,-0.9%,7.5%,.,10.6%,-8.4%,-8.7%,12.6%,-2.5%,5.4%,
Oc1ccc(N=Nc2ccc3c(c2)OCO3)c2ccccc12,-4.9%,-3.2%,.,.,.,-1.2%,.,18.6%,-0.9%,
Cc1cc2c(c(N3CCOCC3)n1)C(=O)OC2,3.5%,-1.4%,-3.0%,9.9%,-3.8%,-11.2%,7.9%,-0.2%,0.7%,
O=C1NC(=O)C2C1C(c1ccc([N+](=O)[O-])cc1)=NN2Cc1ccccc1 (stereo not drawn),3.4%,-1.1%,-4.8%,6.1%,-24.7%,-6.1%,18.5%,28.5%,-2.0%,
Fc1cccc(Cl)c1CNn1cn[nH]c1=S,1.2%,0.7%,-2.5%,1.5%,-4.4%,-3.2%,8.5%,-3.0%,2.3%,
COc1ccccc1NC(=O)C(C)OC(=O)/C=C/c1ccc2ccccc2n1 (stereo not drawn),.,.,.,1.2%,-2.2%,.,23.5%,.,5.2%,
Cc1c(C(=O)OCc2ccccc2)[nH]c2c1C(=O)CC(c1ccco1)C2 (stereo not drawn),11.2%,3.6%,-2.5%,9.2%,-8.0%,1.9%,17.5%,42.3%,1.1%,
CNc1cc(C)nc(N2CCOCC2)n1,-1.0%,-6.7%,.,0.4%,3.9%,-5.0%,-1.1%,-6.0%,.,
Cc1ccc(-c2csc3ncnc(-n4nnc5ccccc54)c23)cc1C,-2.2%,-9.3%,-3.8%,6.9%,0.6%,-4.6%,-5.7%,8.9%,?,
Cc1ccc(-c2noc(-c3c(C)noc3C)n2)cc1,2.6%,5.5%,.,-14.9%,3.1%,-7.6%,6.5%,-6.6%,1.7%,
CCOC(=O)C1=C(COC(=O)Cc2ccccc2)NC(=O)NC1C (stereo not drawn),1.1%,13.4%,.,4.9%,-4.5%,-2.3%,15.4%,11.3%,1.1%,
O=C(Nc1nnc(-c2ccc(Cl)cc2)o1)C1CCCCC1,-1.6%,11.1%,.,10.4%,-1.4%,-7.7%,.,-1.8%,3.6%,
CS(=O)(=O)N1CCN(C(=O)c2ccccc2F)CC1,0.8%,2.5%,-4.4%,6.8%,-8.9%,-6.9%,2.9%,-6.1%,-0.4%,
COc1cc(/C=C/C(=O)OCC(=O)Nc2ccc(S(N)(=O)=O)cc2)ccc1O,3.1%,5.5%,.,?,-0.8%,1.1%,20µM*,24.3%,-0.8%,
CC1CCN(C(=O)CSc2nc3ccccc3[nH]2)CC1,0.8%,-3.1%,-0.8%,10.6%,2.4%,-3.4%,?,4.9%,1.2%,
CC(c1nc2ccccc2c(=O)[nH]1)N1CCOCC1 (stereo not drawn),-1.6%,-1.3%,10.2%,6.2%,12.8%,-4.3%,22.8%,-7.0%,1.7%,
FC(F)(F)Oc1ccc(NC(=S)NCc2ccccc2)cc1,1.4%,0.0%,-5.3%,9.2%,-11.8%,6.9%,-1.1%,2.7%,10.9%,
O=C1c2ccccc2NC2CCCCCN12 (stereo not drawn),-0.7%,-4.5%,-7.1%,10.6%,-3.3%,-6.3%,4.8%,7.8%,1.3%,
CC(C)(C)c1ccc(C(=O)N2CCC(C(=O)N3CCCCC3)CC2)cc1,0.0%,0.2%,.,-1.1%,-7.9%,-3.9%,1.1%,-1.2%,4.3%,
O=C(N=C1SC2CS(=O)(=O)CC2N1c1ccc(Br)cc1F)C1CC1 (stereo not drawn),-1.2%,-2.7%,.,-24.4%,-5.2%,-7.4%,10.1%,9.0%,2.0%,
COc1ccc(S(=O)(=O)N2CCCOC2CNC(=O)C(=O)NCCCn2ccnc2)cc1OC (stereo not drawn),0.5%,2.7%,-2.7%,11.6%,7.3%,-8.9%,10.4%,-2.0%,0.1%,
O=C(NCc1cccc(C(F)(F)F)c1)c1ccc(=O)[nH]c1,0.0%,-8.3%,.,2.1%,-6.7%,-3.6%,15.5%,5.4%,2.3%,
O=C1C(c2ccccc2)SC(=Nc2ccccc2)N1S(=O)(=O)c1ccccc1 (stereo not drawn),-1.8%,-1.0%,-1.9%,6.6%,-4.8%,5.2%,0.3%,21.6%,0.3%,
O=C(CN1CCN(C2CCCCC2)CC1)Nc1cccc2ccccc12,0.7%,12.3%,-5.5%,15.3%,-8.1%,-8.1%,13.5%,-7.3%,-2.2%,
CCc1ccc(OCC(=O)N/N=C(\C)c2ccc(-n3ccnc3)cc2)cc1,2.6%,4.5%,-5.1%,4.5%,-2.9%,-2.0%,10.2%,5.8%,16.8%,
CC(=O)N1CCN(c2ccccc2NC(=O)COc2ccc(Cl)cc2Cl)CC1,-1.2%,3.3%,-1.6%,16.9%,-8.7%,-3.9%,17.2%,3.6%,10.1%,
CC1CCCN(Cc2c(C(=O)N3CCc4ccccc4C3)nc3ccc(Cl)cn23)C1 (stereo not drawn),1.5%,10.2%,.,12.0%,4.4%,-8.6%,12.0%,-2.9%,-0.3%,
CCOc1ccc(C(=S)N2CCCC2)cc1OCC,-2.0%,3.1%,.,9.1%,2.7%,-6.8%,12.6%,-15.8%,1.4%,
Clc1c2c(nc3ccccc13)CCC2,-1.3%,0.8%,.,13.7%,-4.9%,-8.2%,17.1%,5.4%,0.4%,
COC(=O)[C@]1(CC(C)C)N[C@H](c2ccc(-c3cccc(Cl)c3)cc2)[C@@H]2C(=O)N(C)C(=O)[C@@H]21,.,.,.,3.6%,2.4%,.,12.8%,.,7.0%,
